# High-throughput results as filed in PubChem.
# C2C12 statin: suppression of simvastatin myotoxicity. AID 602340. rescue of ATP level, % at 7.49 µM. 330,000 tested, 0.78% active. C2C12 myotubes + simvastatin, ATP luminescence, 48 h; scaled: DMSO 0, geranylgeraniol control 100;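 active means mean ATP rescue above about 67%, or every replicate alone reaching that limit, limit read from the data, passing the limit was not always enough; inconclusive means no clear call, values can overlap the other calls; inactive means mean under the limit and some replicate under it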;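 further: myotubes were challenged with 10 µM simvastatin during compound exposure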
# Cneo AK release: causes C. neoformans cell lysis | adenylate kinase release luminescence, 4 h; normalised: neutral wells 0, clomiphene wells 100 | lysis activity, % at 15 µM | 360,000 tested, 0.2% active | AID 651654;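 active means mean lysis activity across replicates of at least 80%, whatever share of replicates individually reach that level; inactive means mean lysis activity below 80%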
#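 Test system: log-phase Cryptococcus neoformans yeast cells. Input: 5 × 10^6 yeast cells/mL. Medium: fresh YPD growth medium. Doses: single dose. Incubation: static 4 h at 37 °C with compound, 1 h detection. Measured by: luminescent adenylate kinase detection reagent. Read-out: signal increase indicating cell lysis. Benchmarks: Clomiphene.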
# PGC1a acetyl inh: modulators of PGC1a acetylation | U2OS PGC1a acetylation, AlphaScreen anti-acetyl-lysine; with virally co-expressed GCN5 acetyltransferase | inhibition, % at 15.6 µM | 350,000 tested, 0.17% active;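 active means every replicate shows inhibition of at least 40%; inconclusive means mean inhibition at least 40% but some replicate below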;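 further: 0% = neutral control wells and 100% = positive control wells; some results beyond the cut were filed as inactive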
# PglD inh: inhibitors of Campylobacter jejuni PglD acetyltransferase; 360,000 tested, 0.098% active; purified PglD enzyme, DTNB colorimetric CoA detection; inhibition, % at 12.5 µM; in the data active means inhibition above about 16%, passing the limit was not always enough; inconclusive means no clear call, values can overlap the other calls; further: strong numbers were not always called active
# miR122 inh: miR-122 inhibition in Huh7 cells; Huh7 miR-122 Renilla luciferase sensor, 48 h; neutral wells = 0, positive control = 100; activation (reporter increase), % at 12.5 µM; 340,000 tested, 0.3% active; AID 602342;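 active means mean replicate activation score at least 90 and every replicate individually at or above 90; inconclusive means only one of the two criteria met; inactive means neither criterion met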;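 further: higher luciferase means less miR-122 activity so hits act as miR-122 inhibitors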
# INS-1E GSIS act: GLuc luminescence reporter in INS-1E cells, primary screen for activators of glucose-dependent secretion of insulin | activation, % at 16.6 µM | 370,000 tested, 0.61% active | AID 743287 | INS-1E GLuc reporter insulin secretion, 2-3 h;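 active means lowest replicate activation of at least 40%, so every replicate reaches that level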;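 further: 0% = median of neutral control wells and 100% = median of IBMX positive control wells; some compounds called inactive have numbers as strong as hits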
# FN deposition inh: fibronectin deposition inhibition | AH1F fibroblasts, Alexa488-fibronectin deposition fluorescence, overnight | inhibition, % at 12.6 µM | 350,000 tested, 0.086% active;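 active means mean inhibition across replicates of 30% or more, regardless of how many single replicates reach that level; inconclusive means mean under 30% yet at least half of replicates reach 30%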;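 further: positive control wells lacked labelled fibronectin entirely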
#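 Test system: AH1F fibroblast monolayer depositing Alexa488-labelled fibronectin into matrix. Input: 10000 cells per well. Technique: fluorescence, ex 485 nm, em 525 nm. Buffer or medium: DMEM plus 2% serum, read in PBS. Timing: 1 h cell adhesion before compound, then overnight fibronectin incubation. Compound: single dose, pinned. Read-out basis: inhibition from reduced deposited-fibronectin fluorescence.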
# CFTR F508del cor: correctors of CFTR F508del function in bronchial epithelial cells; 350,000 tested, 0.36% active; AID 720511; CFBE cells, YFP halide quenching; stimulated with forskolin plus potentiator P3; % fluorescence drop versus neutral controls; activity (quench increase), % at 7.58 µM;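 active means mean added fluorescence quench of at least 8% versus neutral control, with both replicates also reaching 8%; inconclusive means only one of the mean or replicate conditions met; inactive means mean below 8% and not both replicates reaching 8%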;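 further: cells transiently co-express mutant CFTR-F508del with the halide-sensitive YFP; corrector assay measuring rescue of mutant channel to the surface after 24 h compound exposure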
# * marks the source's active call; other numbers are inactive results; u = inconclusive; x = no result given; [ ] = another dose, or the depositor's remark.
cpd	canonical_smiles	C2C12 statin	Cneo AK release	PGC1a acetyl inh	PglD inh
1	C/C=C/c1cnc2c(c1)C(=O)N([C@@H](C)CO)C[C@H](C)[C@@H](CN(C)CC1CCOCC1)O2	50	-3	-13	0
2	COc1ccccc1S(=O)(=O)N1CC[C@@H]2[C@@H](CO)N(C)c3ccc(-c4ccc(C#N)cc4)cc3[C@@H]21	19	-1	1	-1
3	Cc1cc2oc(=O)ccc2cc1[N+](=O)[O-]	6	2	8	1
4	Clc1ccc(Oc2cccc(/C=N/n3cnnc3)c2)cc1	6	1	u	-3
5	O=C(N/N=C/c1cccc(O)c1)c1ccc(COc2cccc3cccnc23)cc1	x	x	-1	x
6	COc1cccc(/C=N/NC(=O)CCc2c(C)n[nH]c2C)c1O	x	x	-3	x
7	C[C@@H]1CN([C@@H](C)CO)C(=O)c2cc(NS(=O)(=O)c3ccc(F)cc3)ccc2O[C@@H](C)CCCCO[C@@H]1CN(C)S(=O)(=O)c1ccc(Cl)cc1	12	-2	3	-2
8	Cc1cnc(C(=O)N(c2ccc(N3CCOCC3)cc2)C2C(=O)Nc3ccccc3N=C2c2ccc(F)cc2)cn1 (stereo unspecified)	2	5	-32	3
9	CO[C@@H]1CN(C)C(=O)c2cc(NC(C)=O)ccc2OC[C@@H](C)N(C(=O)c2cnccn2)C[C@H]1C	-5	0	4	1
10	O=C(N/N=C/c1ccc(Cl)cc1Cl)c1cccc(F)c1	-23	13	2	9
11	O=C(Nc1ccc(Cl)cn1)C1CCN(c2ncnc3c2nc2n3CCCCC2)CC1	19	0	2	-4
12	COc1ccc(NC(=O)Nc2ccc3c(c2)C(=O)N([C@H](C)CO)C[C@H](C)[C@H](CN(C)C(=O)NC2CCCCC2)OCCCC[C@@H](C)O3)cc1	x	-2	17	-3

cpd	miR122 inh	INS-1E GSIS act	FN deposition inh	CFTR F508del cor
1	0[16.7 µM]	14	-8	1.8
2	-7[16.7 µM]	-7	0	3.6
3	-7	10	14	1.4
4	0	x	x	x
5	x	0	-11	-0.5
6	x	18	4	4.2
7	-4[16.7 µM]	12	-11	3.8
8	3	-8	5	1.8
9	x	5	1	1.7
10	-7	-8	5	x
11	-12	-42	-4	-0.5
12	23[16.7 µM]	-5	x	2.8

# More results follow:
cpd	canonical_smiles	C2C12 statin	Cneo AK release	PGC1a acetyl inh	PglD inh
13	S=c1nc(-c2ccccc2)n(CCN2CCOCC2)c2c1CCCC2	-5	1	0	-2
14	O=C(CCNC(=O)N1CC(=O)Nc2ccccc21)NCc1ccc(F)cc1	-4	-1	10	-1
15	C[C@@H]1CN([C@H](C)CO)C(=O)c2c(c3ccccc3n2C)-c2ccccc2CO[C@@H]1CN(C)S(=O)(=O)c1ccccc1F	-25	0	6	1
16	CN(Cc1ccccc1)C(NC(=O)c1ccccc1)C(Cl)(Cl)Cl (stereo unspecified)	0	0	-4	1
17	CN(C)CCCNC(=O)[C@H]1[C@H](CO)[C@H]2Cn3c(ccc(-c4cccc(F)c4)c3=O)[C@H]2N1C	-3	x	x	4
18	CN1CCC(OC(=O)COc2ccc(Cl)cc2Cl)CC1	x	-1	6	-1
19	C[C@@H]1CN([C@H](C)CO)C(=O)CCCn2cc(nn2)CO[C@@H]1CN(C)C(=O)Nc1cccc(Oc2ccccn2)c1	-7	x	-4	x
20	O=C1CCC([N+](=O)[O-])C(c2cc3c(cc2Cl)OCO3)N1 (stereo unspecified)	2	x	-5	x
21	CCCCN(CCCNC(=O)CN1C(=O)COc2ccccc21)c1ccccc1	22	0	-16	-3
22	O=C(NC1CCN(C(=O)Nc2ccccc2)CC1)C1CCCCC1	7	-3	19	-2
23	O=C(Nc1ccccc1NC(=O)c1ccccc1Cl)c1ccccc1Cl	0	0	-5	2
24	O=C(NNc1ccccc1)c1ccc(Cl)c(Cl)c1	x	x	-5	x

cpd	miR122 inh	INS-1E GSIS act	FN deposition inh	CFTR F508del cor
13	3	x	x	x
14	1	-14	-7	-1.2
15	x	9	-2	3.4
16	x	-24	x	x
17	-2[16.7 µM]	1	x	-0.5
18	x	1	16	3.1
19	1[16.7 µM]	5	1	-1.2
20	-3	25	6	x
21	3	x	10	x
22	3	x	-4	x
23	-3	-5	0	-0.9
24	0	x	0	-2.3

# Carrying on.
cpd	canonical_smiles	C2C12 statin	Cneo AK release	PGC1a acetyl inh	PglD inh
25	CN(C)Cc1cn(CC[C@H]2CC[C@@H](NC(=O)Cc3cccnc3)[C@H](CO)O2)nn1	-17	-1	3	11
26	COc1ccc(NC(=O)N(C)C[C@H]2Oc3ccc(NS(=O)(=O)c4ccc(F)cc4)cc3CC(=O)N([C@H](C)CO)C[C@H]2C)cc1	17	x	0	x
27	Cc1ccc(Cl)c(NC(=O)COC(=O)C2CCC2)c1Cl	3	1	x	0
28	COc1ccc(-c2cn3cccnc3n2)cc1NC(=O)C(C)C	3	-3	6	-1
29	CCOC(=O)c1sc(N)c(C(=O)OCC)c1COC(=O)C1CC(=O)N(Cc2ccco2)C1 (stereo unspecified)	6	3	-1	-17
30	CO[C@H]1CN(C)C(=O)c2ccc(NC(=O)NC(C)C)cc2OC[C@H](C)N(Cc2ccccn2)C[C@H]1C	9	1	6	0
31	COc1cc(/C=N/NC(=O)c2nonc2C)ccc1O	6	1	3	-6
32	Cc1ccc(NC(=O)Cn2nc(C)c3ccccc3c2=O)c(C)c1	-2	5	-12	4
33	CCc1cc(=O)oc2c(C)c(OCC(=O)NCc3ccccn3)ccc12	3	-3	5	0
34	CCOC(=O)c1c(C)oc2cc(Br)c(OCC(N)=O)cc12	x	1	6	0
35	O=C(NC1(C(F)(F)F)NC(=O)N(Cc2cccnc2)C1=O)c1cccs1 (stereo unspecified)	8	2	22	-1
36	COc1ccc(S(=O)(=O)N2CCN(C3CCCC(C)C3)CC2)cc1 (stereo unspecified)	-4	1	-7	2

cpd	miR122 inh	INS-1E GSIS act	FN deposition inh	CFTR F508del cor
25	x	0	-10	-1.5
26	8[16.7 µM]	1	x	0.6
27	x	7	4	0.7
28	7	x	-4	-3.6
29	-4	x	x	x
30	x	2	2	-3.4
31	4	5	2	x
32	-6	-3	0	x
33	-4	8	7	-1.9
34	-5	x	-6	x
35	1	x	x	x
36	-1	9	10	-0.5

# Pulled by structure from the list above (3):
cpd	canonical_smiles	C2C12 statin	Cneo AK release	PGC1a acetyl inh	PglD inh
30	CO[C@H]1CN(C)C(=O)c2ccc(NC(=O)NC(C)C)cc2OC[C@H](C)N(Cc2ccccn2)C[C@H]1C	9	1	6	0
1	C/C=C/c1cnc2c(c1)C(=O)N([C@@H](C)CO)C[C@H](C)[C@@H](CN(C)CC1CCOCC1)O2	50	-3	-13	0
32	Cc1ccc(NC(=O)Cn2nc(C)c3ccccc3c2=O)c(C)c1	-2	5	-12	4

cpd	miR122 inh	INS-1E GSIS act	FN deposition inh	CFTR F508del cor
30	x	2	2	-3.4
1	0[16.7 µM]	14	-8	1.8
32	-6	-3	0	x

# Next part
cpd	canonical_smiles	C2C12 statin	Cneo AK release	PGC1a acetyl inh	PglD inh
37	COc1ccc([C@H]2[C@H](C(=O)C(C)(C)C)N3N=Cc4ccccc4C3[C@]23N=C(c2ccccc2)OC3=O)cc1OC (stereo partly specified)	0	-2	-31	1
38	CC(C)NC(=O)Nc1ccc2c(c1)C(=O)N([C@H](C)CO)C[C@H](C)[C@H](CN(C)C(=O)Nc1cccc3ccccc13)O2	18	0	3	-7
39	C[C@@H]1CN([C@H](C)CO)C(=O)c2cccc(NS(=O)(=O)c3cccs3)c2O[C@@H]1CN(C)S(C)(=O)=O	x	-4	3	0
40	CCOC(=O)Cc1[nH]nc2c1C(C1C=CCCC1)C(C#N)=C(N)O2 (stereo unspecified)	-9	1	10	-2
41	CCOC(=O)c1ccc(N2C(=O)c3n[nH]c(-c4ccco4)c3C2c2ccc([N+](=O)[O-])cc2)cc1 (stereo unspecified)	x	4	-17	1
42	CC(C)c1onc(C(=O)NC(C)c2ccccc2)c1[N+](=O)[O-] (stereo unspecified)	x	x	7	x
43	CCCC#Cc1ccc2c(c1)O[C@@H](CN(C)C)[C@H](C)CN([C@H](C)CO)S2(=O)=O	2	4	-17	2
44	CCOc1cccc(C(=O)Nc2ccccc2C(=O)N2CCOCC2)c1	7	1	x	8
45	CO[C@@H](CN(C)C(=O)c1ccc2c(c1)OCO2)[C@H](C)CN([C@@H](C)CO)S(=O)(=O)c1ccc(F)cc1	1	54	3	3
46	C[C@H](CO)N1C[C@H](C)[C@@H](CN(C)C)Oc2ccc(NC(=O)Cc3ccccc3)cc2C1=O	4	-1	0	5
47	COc1ccc(S(=O)(=O)N(C)C[C@H]2OCCCC[C@@H](C)Oc3ccc(NS(=O)(=O)c4ccc(Cl)cc4)cc3C(=O)N([C@H](C)CO)C[C@@H]2C)cc1	x	x	9	x
48	CCCN1C[C@@H](C)[C@@H](OC)CN(C)C(=O)c2ccc(NC(=O)Nc3ccccc3F)cc2OC[C@H]1C	-2	-3	8	0

cpd	miR122 inh	INS-1E GSIS act	FN deposition inh	CFTR F508del cor
37	13	x	x	x
38	-5[16.7 µM]	16	7	0.7
39	-3[16.7 µM]	4	x	0.3
40	-18	16	x	x
41	-2	-33	-5	x
42	x	6	3	-1.2
43	0[16.7 µM]	-3	0	1.2
44	x	12	-4	2.5
45	x	2	4	-1.7
46	9[16.7 µM]	8	x	-1.7
47	x	6	-3	0.0
48	x	-3	5	1.0

# The list goes on:
cpd	canonical_smiles	C2C12 statin	Cneo AK release	PGC1a acetyl inh	PglD inh
49	Cc1cccc(NC(=O)CSc2nnc(CN3CCOCC3)n2C)c1C	x	x	-1	x
50	CCCNC(=O)C[C@@H]1C[C@@H]2c3cc(NC(=O)NC4CCCC4)ccc3O[C@@H]2[C@H](CO)O1	1	-2	8	0
51	FC(F)(F)c1cccc(CNC2CCN(Cc3ccccc3)CC2)c1	2	4	-9	-2
52	CC1(C)CC(=O)c2cc(OCC(=O)N3CCN(c4ccccc4F)CC3)ccc2O1	25	2	-2	4
53	Nc1cccc(C(=O)Nc2cccc3ncccc23)c1	-4	2	-10	-7
54	CC12CCC(=O)C=C1CCC1C2C(O)CC2(C)C1CCC2(O)C(=O)CO (stereo unspecified)	11	-3	-4	1
55	CCCNC(=O)CCn1c(-c2ccc(C)cc2)cc(C(=O)OCC)c1C	x	0	-14	0
56	CCOC(=O)N1CCC(NC(=O)Cc2cn(C)c3ccccc23)CC1	25	6	3	3
57	O=C(CSc1nnc(CNC(=O)c2ccccc2F)o1)NC1CCCC1	-6	3	0	3

cpd	miR122 inh	INS-1E GSIS act	FN deposition inh	CFTR F508del cor
49	x	12	-21	-3.0
50	-1[16.7 µM]	11	-4	-1.0
51	-5	x	3	3.1
52	x	-38	x	-0.1
53	4	19	10	-0.3
54	7	-5	8	5.2
55	-7	x	0	x
56	-10	2	x	x
57	-5	-4	8	0.6

# As entered above:
# `CCCNC(=O)C[C@@H]1C[C@@H]2c3cc(NC(=O)NC4CCCC4)ccc3O[C@@H]2[C@H](CO)O1` @ PGC1a acetyl inh: 8
# `CCOC(=O)N1CCC(NC(=O)Cc2cn(C)c3ccccc23)CC1` @ miR122 inh: -10
